Screening results deposited in PubChem BioAssay by NCI.
NCI-60 one-dose screen, 48 h, at 10 µM unless noted. Numbers give growth in % (100 = growth as untreated, 0 = no growth, -100 = all killed).
RXF 393 – RXF 393 renal cancer cells; 77,000 tested, 6.9% active
OVCAR-8 – OVCAR-8 ovarian cancer; 81,000 tested, 4.4% active
OVCAR-5 – OVCAR-5 ovarian cancer. 82,000 tested, 2.9% active
A498 – A498 renal cancer cells; 76,000 tested, 5.4% active
OVCAR-3 – OVCAR-3 ovarian cancer; 79,000 tested, 7% active; AID 1794787
CAKI-1 – CAKI-1 renal cancer; 75,000 tested, 4.7% active
ACHN – ACHN renal cancer | 81,000 tested, 4.9% active | AID 1794771
OVCAR-4 – OVCAR-4 ovarian cancer cells; 80,000 tested, 3.7% active; AID 1794784
* = called active by the depositor; / = not tested or not shown; & = joins results of further samples. The calls were made as follows: active = growth percent below 10; inactive = the rest. No enrichment for hits, and some 10% of all compounds hit somewhere here.

(1) O=C(/C=C\c1ccnc2ccccc12)c1ccc([N+](=O)[O-])cc1
(2) COc1ccc2cc(-c3cc4c(oc3=O)-c3ccccc3OC4O)c(=O)oc2c1 (stereo not drawn)
(3) CCOc1ccccc1/C=N\NC(=O)C(=O)N/N=C\c1ccccc1OCC
(4) CCCN(CCC)S(=O)(=O)c1ccc(C(=O)Oc2ccccc2C(=O)O)cc1
(5) CCOC(=O)/C(C#N)=C/Nc1cc(C(=O)OCC)cc2c(OC)c(OC)ccc12
(6) O=S(=O)(NCCCNc1nccc(-c2c(-c3ccc(F)cc3)nc3sccn23)n1)c1ccccc1

entry no.	1	2	3	4	5	6
RXF 393	76&107	/	115&87	105	101	70
OVCAR-8	73&99	63	106&81	98	102	50
OVCAR-5	96&89	24	102&92	103	95	106
A498	55&109	63	148	98	102	71
OVCAR-3	88&100	67	98	107	110	84
CAKI-1	70&90	86	101&112	100	102	70
ACHN	71&75	78	95&91	113	79	45
OVCAR-4	63&85	64	100	112	84	75

(7) O=C(O)CC(c1ccccc1)(c1ccccc1)c1ccccc1
(8) CCOC(=O)C1=C(N)N(c2ccc(C)cc2)C2=C(C(=O)CC(C)(C)C2)C1c1ccc([N+](=O)[O-])cc1 (stereo not drawn)
(9) O=c1oc2c(cc1-c1ccc([N+](=O)[O-])cc1)C(O)Oc1ccccc1-2 (stereo not drawn)
(10) CC(C)C(C(=O)O)n1c(O)c(/C=C2/C=c3cc4c(cc3=NC2=O)OCO4)sc1=S (stereo not drawn)
(11) O=c1[nH]c(N2CCCCC2)nc2sc3c(c12)CCCC3
(12) COc1cc(-c2nc(SCCC(C)C)nc(N3CCNCC3)c2C#N)cc(OC)c1OC

entry no.	7	8	9	10	11	12
RXF 393	117	111	49	116	110	130
OVCAR-8	97	97	95	105	103	102
OVCAR-5	89	101	82	110	100	109
A498	90	96	85	102	114	84
OVCAR-3	104	111	111	107	105	114
CAKI-1	81	93	78	93	/	103
ACHN	92	105	103	111	104	107
OVCAR-4	93	101	86	108	106	106

(13) CCN(CC)CCSc1nc(-c2ccccc2)c(C#N)c(=O)[nH]1
(14) Cn1c(=O)[nH]c2c(c(C(=O)O)nn2C)c1=O
(15) CCN(CC)CCOc1nc2cc(OC)c(OC)cc2c2c1-c1ccc(OC)cc1C2=O
(16) CC(C)(Sc1cc(C(C)(C)C)c(O)c(C(C)(C)C)c1)Sc1cc(C(C)(C)C)c(O)c(C(C)(C)C)c1
(17) O=c1[nH]c2nc[nH]c(=O)c2[nH]1
(18) CC(/C=C/C=C(\C)[C@H](O)[C@H](C)C(=O)O[C@H]1C[C@H](C)C=C2C=C[C@@]3(C)O[C@@H](O)CC(=O)[C@]3(C)[C@H]21)=C\C=C\C(=O)O

entry no.	13	14	15	16	17	18
RXF 393	118	105	86	97	99	-50*
OVCAR-8	111	110	53	106	103	22
OVCAR-5	108	107	111	/	110	19
A498	208	84	97	101	119	-39*
OVCAR-3	116	124	80	111	141	2.7*
CAKI-1	100	96	36	98	107	/
ACHN	112	116	56	/	113	/
OVCAR-4	154	/	61	99	107	23

(19) C/C(=N\Nc1ccccc1C(=O)O)C(=O)O
(20) Clc1cc(Cl)cc(N2N=C(c3ccc(Br)cc3)CC2c2sc(Cl)nc2Cl)c1 (stereo not drawn)
(21) O=C(Nc1cccc(Cl)c1)OCC(COC(=O)Nc1cccc(Cl)c1)(COC(=O)Nc1cccc(Cl)c1)[N+](=O)[O-]
(22) O=C(Nc1ccc(Oc2cccc(Cl)c2)c(Cl)c1)c1cccnc1
(23) CC(C)CC(O)C(C)C (stereo not drawn)
(24) COc1cc(-c2[nH]ncc2-c2ccncc2)ccc1Cl

entry no.	19	20	21	22	23	24
RXF 393	111	98	57	-0.1*	117	112
OVCAR-8	107	102	44	32	114	58
OVCAR-5	118	98	89	71	116	105
A498	96	87	21	-3.1*	95	78
OVCAR-3	111	100	21	2.7*	110	101
CAKI-1	103	95	50	31	97	97
ACHN	110	103	40	42	113	89
OVCAR-4	106	104	31	48	105	101

(25) O=C(/C=C/CN1CCOCC1)Nc1cc2c(Nc3ccc(F)c(Cl)c3F)ncnc2cc1OCCOC(F)F
(26) ClC1=CN(C2=NCCC2)CC1
(27) c1ccc2sc(SCCCn3ccnc3)nc2c1
(28) O=C(NCc1ccc(N2CCOCC2)cc1)c1ccc(CN2CCCC2)cc1
(29) NS(=O)(=O)c1ccc(NC(=O)c2ccccc2C(=O)O)cc1
(30) CCCCCCCCCCCCCC(=O)C(C)N (stereo not drawn)

entry no.	25	26	27	28	29	30
RXF 393	36	103	95	113	111	28
OVCAR-8	50	102	88	104	99	90
OVCAR-5	50	106	118	104	89	69
A498	-5.1*	96	81	103	117	11
OVCAR-3	49	117	86	110	131	74
CAKI-1	16	96	98	96	38	78
ACHN	14	105	100	107	109	39
OVCAR-4	55	101	93	93	103	14

(31) O=C(O)CCCCC1CCCCC1
(32) COc1cc(-c2cc(-c3ccc(Nc4ncnc5cc(Cl)ccc45)cc3)nc(N3CCOCC3)n2)cc(OC)c1OC
(33) O=C1C(=O)c2ccccc2C(O)=C1C1=C(O)c2ccccc2C(=O)C1=O
(34) CCCn1cnc2c(NCc3ccc(C)s3)nc(N[C@H](CC)CO)nc21
(35) O=C(O)c1ccc(-c2nn(-c3ccc(C(=O)O)cc3)cc2/C=N/Nc2ccc(Cl)cc2)cc1
(36) Fc1cc(-c2nnc(Nc3ccccc3Cl)o2)cc(F)c1F

entry no.	31	32	33	34	35	36
RXF 393	106	100	110	89	120	118
OVCAR-8	111	98	102	94	92	95
OVCAR-5	104	102	107	88	95	104
A498	110	95	97	76	106	143
OVCAR-3	112	113	96	102	96	89
CAKI-1	105	93	98	77	/	64
ACHN	103	99	93	96	73	89
OVCAR-4	102	102	102	/	103	100

(37) Nc1nc2c(s1)CCCc1ccn(S(=O)(=O)c3ccccc3)c1-2
(38) COc1cc2oc(-c3cccc(NC(=O)c4cccc([N+](=O)[O-])c4)c3)cc(=O)c2c(OC)c1OC
(39) Cc1ccc(C)c(O)c1
(40) O=C1C[C@H](c2cccc3ccccc23)Cc2ccccc2O1
(41) c1ccc2cc(Cn3c(-c4cccc5ccccc45)[n+](Cc4ccc5ccccc5c4)c4c5ccccc5c5ccccc5c43)ccc2c1
(42) Nc1ccc(N=Nc2ccccc2Cl)c(N)n1

entry no.	37	38	39	40	41	42
RXF 393	100	36	113	101	-91*	55
OVCAR-8	89	6.6*	102	95	-67*	84
OVCAR-5	109	72	/	98	-77*	95
A498	70	73	117	92	/	87
OVCAR-3	111	59	120	100	-89*	84
CAKI-1	99	50	88	/	-97*	81
ACHN	101	30	96	95	-93*	89
OVCAR-4	112	38	92	98	-80*	84

(43) N/C(=N\C(N)=N\c1nc2ccccc2s1)c1ccc(Cl)cc1
(44) COc1ccc(-c2nc(SCC(C)C)nc(NCCc3c[nH]c4ccccc34)c2C#N)cc1
(45) Cc1ccccc1OC(=O)c1cccc(Cl)c1
(46) OCCNc1nc(Nc2ccc(C3=NN(c4cc(Cl)cc(Cl)c4)C(c4ccccc4)C3)cc2)nc(N2CCOCC2)n1 (stereo not drawn)
(47) COc1ccc(NC(=S)NNc2ccc(-c3ccc(OC)c(OC)c3)nn2)cc1
(48) NC1=NNC(c2cccc(O)c2)C1c1ccc(Cl)cc1 (stereo not drawn)

entry no.	43	44	45	46	47	48
RXF 393	93	-8.1*	113	85	120	107
OVCAR-8	80	80	112	76	101	90
OVCAR-5	95	81	104	100	103	120
A498	75	97	90	74	83	116
OVCAR-3	98	85	109	97	110	104
CAKI-1	65	54	109	77	77	85
ACHN	62	69	107	63	102	105
OVCAR-4	101	74	112	78	100	100

(49) COc1ccc2nc(-c3ccc(NC(=O)/C=C/c4ccc(OC)c(OC)c4)cc3)sc2c1
(50) CCN(CC)c1ccc(C(=C2C=CC(=[N+](CC)CC)C=C2)c2cc(O)c(S(=O)(=O)O)cc2S(=O)(=O)O)cc1
(51) CC(C)NC(=O)OCc1c(COC(=O)NC(C)C)c(-c2ccc(Cl)cc2)n2c1CCC2
(52) O=C(COc1cccc(/C=C2\Oc3ccc4ccccc4c3C2=O)c1)c1ccc([N+](=O)[O-])cc1
(53) O=C(COc1ccc(/C=C2\CCc3ccccc3C2=O)cc1)c1ccc([N+](=O)[O-])cc1
(54) CCCCCCOc1ccc(/C(C)=N/Nc2cc(C)nc3ccc(Br)cc23)cc1

entry no.	49	50	51	52	53	54
RXF 393	69	125	/	/	/	94
OVCAR-8	79	105	63	98	103	97
OVCAR-5	112	99&97	85	100	104	98
A498	82	93	44	108	87	118
OVCAR-3	111	116&122	66	103	120	114
CAKI-1	97	111&56	6.6*	69	103	89
ACHN	85	95&110	11	98	115	98
OVCAR-4	112	105&95	49	82	98	104

(55) CCN(CC)CCOc1ccccn1
(56) CNNc1ncnc2c1cnn2-c1ccc(S(N)(=O)=O)cc1
(57) NS(=O)(=O)c1ccc(Nc2nc(Nc3ccccc3)nc(N3N=C(c4ccc(Cl)cc4)CC3c3ccc(Cl)cc3)n2)cc1 (stereo not drawn)
(58) c1ccc(CSc2nnc(-c3cccs3)n2-c2ccccc2)cc1
(59) COc1ccc(/C(C)=C(\c2ccc(Cl)cc2)c2ccc(OCCN3CCCCC3)cc2)cc1F
(60) Nc1ccc(S(=O)(=O)Nc2cc(Cl)c(N)c(Cl)c2)cc1

entry no.	55	56	57	58	59	60
RXF 393	101	16	-3.3*	87	/	118
OVCAR-8	107	82	68	98	59	102
OVCAR-5	99	100	43	97	52	102
A498	107	112	56	95	76	72
OVCAR-3	107	88	/	98	51	102
CAKI-1	100	/	43	74	18	/
ACHN	99	93	33	96	59	101
OVCAR-4	111	106	50	88	29	109

One compound at a time (already shown).
Nc1ccc(S(=O)(=O)Nc2cc(Cl)c(N)c(Cl)c2)cc1 is listed with RXF 393: 118; OVCAR-8: 102; OVCAR-5: 102; A498: 72; OVCAR-3: 102; CAKI-1: /; ACHN: 101; OVCAR-4: 109
CNNc1ncnc2c1cnn2-c1ccc(S(N)(=O)=O)cc1 is listed with RXF 393: 16; OVCAR-8: 82; OVCAR-5: 100; A498: 112; OVCAR-3: 88; CAKI-1: /; ACHN: 93; OVCAR-4: 106
c1ccc(CSc2nnc(-c3cccs3)n2-c2ccccc2)cc1 is listed with RXF 393: 87; OVCAR-8: 98; OVCAR-5: 97; A498: 95; OVCAR-3: 98; CAKI-1: 74; ACHN: 96; OVCAR-4: 88

Next section
(61) O=S(=O)(C/C(=N/O)c1ccc(Cl)cc1)c1ccccc1
(62) COc1ccc(-c2cc(C(=O)N3CCOCC3)on2)cc1OC1CCCC1
(63) Cc1ccc(C(=O)c2c(C(=O)N(C)N)noc2-c2ccc(C)cc2)cc1
(64) NNC(=O)c1nnsc1-c1csnn1
(65) CN(C)CCOc1cccc(-c2nc3sccn3c2-c2ccnc(S(C)(=O)=O)n2)c1
(66) O=C1c2ccccc2C(O)(c2ccccc2)N1c1ccc([N+](=O)[O-])cc1Cl (stereo not drawn)

entry no.	61	62	63	64	65	66
RXF 393	91	111	118	120	104	128
OVCAR-8	100	97	104	116	100	96&104
OVCAR-5	96	101	94	99	97	90&119
A498	91	/	102	128	60	84&98
OVCAR-3	110	111	114	132	94	109&100
CAKI-1	96	94	86	102	99	93&104
ACHN	126	102	99	98	92	90&110
OVCAR-4	83	101	98	116	76	103

In the list so far, 3 have a thiophene ring, fused or not.
(11) O=c1[nH]c(N2CCCCC2)nc2sc3c(c12)CCCC3
(34) CCCn1cnc2c(NCc3ccc(C)s3)nc(N[C@H](CC)CO)nc21
(58) c1ccc(CSc2nnc(-c3cccs3)n2-c2ccccc2)cc1

entry no.	11	34	58
RXF 393	110	89	87
OVCAR-8	103	94	98
OVCAR-5	100	88	97
A498	114	76	95
OVCAR-3	105	102	98
CAKI-1	/	77	74
ACHN	104	96	96
OVCAR-4	106	/	88

Going on with the list:
(67) O=C(N/N=C/c1ccccc1)c1ccccc1
(68) O=C(O)c1cn(C2CC2)c2cc(N3CCN(C(=O)C[n+]4cccc5ccccc54)CC3)c(F)cc2c1=O
(69) CC(=O)OC1Oc2cc(C)c(C)cc2-c2oc(=O)c(-c3cc4ccccc4oc3=O)cc21 (stereo not drawn)
(70) CS(=O)(=O)Oc1ccc2c3c(c(=O)oc2c1)CCCCC3
(71) CCn1c(N/N=C\c2ccc(F)cc2)nc2c1c(=O)n(C)c(=O)n2C
(72) Cc1nn(-c2ccccc2)c2nc(NC(C)c3ccccc3)c(C#N)cc12 (stereo not drawn)

entry no.	67	68	69	70	71	72
RXF 393	124	/	-1.2*	83	100	108
OVCAR-8	110	74	101	71	100	85
OVCAR-5	102	100	98	87	104	105
A498	110	99	75	78	96	97
OVCAR-3	118	51	/	109	117	92
CAKI-1	102	81	/	89	84	/
ACHN	106	61	72	84	104	78
OVCAR-4	122	54	97	87	98	86
